GRP78 ERSR act: induces the endoplasmic reticulum stress response in human glioma cells | AID 602332 | actives 0.02% (n = 420,000) | U87-MG GRP78 promoter luciferase reporter, 16 h | Potency, µM, inactives show at the top dose activation, actives largely listed as activators; also: potency is read from the fitted curve at half-maximal effect; series mostly up to about 76 µM; % of control where 0% means no effect; nearly all actives have a fitted effect of over 35% in size
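Stably transfected U87-MG glioma cells carrying a GRP78-based luciferase sensor; 16 h compound incubation. Luminescence end-point read 10 min after Bright-Glo addition at room temperature.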
RXFP1 ag: agonists of human relaxin receptor RXFP1; HEK293T-RXFP1 cAMP TR-FRET, 30 min; response scale: percent of porcine relaxin response, buffer zero; Potency, µM (top dose mostly 57.5 µM), for inactives: at the highest dose activation, actives largely listed as activators; actives 0.3% (n = 370,000); AID 2676; also: potency is read from the fitted curve at half-maximal effect; % is scaled to controls: 0 for no effect and ±100 for the full control effect; nearly all actives have a fitted effect of over 60% in size; many of its hits are not listed in these tables
Target sequence (Q9HBX9 whole entry, looked up): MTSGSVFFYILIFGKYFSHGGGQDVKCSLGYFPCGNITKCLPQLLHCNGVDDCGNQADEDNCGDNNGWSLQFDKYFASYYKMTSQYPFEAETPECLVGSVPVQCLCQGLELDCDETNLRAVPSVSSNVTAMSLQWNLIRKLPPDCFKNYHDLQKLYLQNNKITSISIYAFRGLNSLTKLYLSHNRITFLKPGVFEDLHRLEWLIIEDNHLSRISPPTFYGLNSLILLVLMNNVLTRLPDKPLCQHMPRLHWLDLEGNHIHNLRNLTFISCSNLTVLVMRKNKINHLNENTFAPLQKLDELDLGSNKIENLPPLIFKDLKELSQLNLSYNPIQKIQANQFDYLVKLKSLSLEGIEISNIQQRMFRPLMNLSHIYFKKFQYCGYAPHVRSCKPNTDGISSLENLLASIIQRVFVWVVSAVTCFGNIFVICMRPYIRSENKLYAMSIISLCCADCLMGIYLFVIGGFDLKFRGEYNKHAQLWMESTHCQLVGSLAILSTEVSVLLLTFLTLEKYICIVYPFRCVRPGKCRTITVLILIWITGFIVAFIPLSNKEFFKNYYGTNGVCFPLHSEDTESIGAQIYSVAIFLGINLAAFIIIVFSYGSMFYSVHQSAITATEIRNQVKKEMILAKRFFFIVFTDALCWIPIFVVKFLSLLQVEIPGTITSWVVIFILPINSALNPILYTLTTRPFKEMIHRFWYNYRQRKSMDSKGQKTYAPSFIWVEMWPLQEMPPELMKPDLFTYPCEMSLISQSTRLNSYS
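Agonist response is measured as cAMP accumulation in an RXFP1-transfected HEK293T line under PDE4 inhibition. Values are scaled between buffer-only and 29 nM porcine relaxin, and EC50s come from standard Hill equation fits.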
PI4K2A inh: inhibitors of human PI4K2A. AID 1346378. actives 0.13% (n = 420,000). purified PI4K2A, ADP-Glo luminescence, 1 h; hits give low values. activity change, negative = inhibition, % at 76.9 µM. Q9BTU6; in the data active = activity change below about -50%; inconclusive = mostly about -30% to -49%;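 also: -100% = wells without enzyme as full effect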
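In this quantitative HTS, ADP production by PI4K2A was quantified luminescently after 1 h at ambient temperature; 100 microM adenosine served as plate-quality control.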
Vif-A3G inh: inhibitors of Vif-APOBEC3G interaction. HeLa A3G-eYFP + Vif (tagged APOBEC3G with the HIV-1 protein that degrades it), YFP fluorescence, overnight. Q9HC16. actives 0.076% (n = 410,000). Potency, µM (titrated, usually from 46.1 µM), for inactives: at the top dose activity, negative = active, usual class: inhibitors. AID 602310;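 also: potency is read from the fitted curve at half-maximal effect; % is scaled to controls: 0 for no effect and ±100 for the full control effect; nearly all actives have a fitted effect of over 60% in size; hits raise eYFP signal because A3G escapes Vif-driven loss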
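Read-out is eYFP fluorescence (Ex 488/Em 500-530) from Vif-expressing HeLa A3G-eYFP cells; more signal means A3G escaped Vif-mediated degradation. Cells plated overnight, compound pinned in, incubated overnight at 37 deg C.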
IDH1 R132H inh: blocks human mutant IDH1 R132H enzyme | O75874 | IDH1-R132H enzyme, NADPH consumption, diaphorase/resazurin fluorescence | Potency, µM (doses to about 76.6 µM), without a hit: at the highest dose activity change, negative = inhibition, actives largely listed as inhibitors | actives 0.093% (n = 390,000); also: potency is read from the fitted curve at half-maximal effect; % is scaled to controls: 0 for no effect and ±100 for the full control effect; nearly all actives have a fitted effect of over 65% in size
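IDH1-R132H (0.5 ug/mL dispensed) in pH 7.5 Tris buffer was preincubated 30 min with compound, then given a substrate mix of 0.016 mM NADPH and 2 mM alpha-KG for 80 min at room temperature; remaining NADPH was read by diaphorase/resazurin fluorescence.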
USP1 inh: blocks the human USP1/UAF1 deubiquitinase complex; recombinant USP1/UAF1, Ub-Rhodamine cleavage fluorescence; Potency, µM (top dose mostly 57.1 µM), for inactives: at the highest dose activity change, negative = inhibition, most hits filed as inhibitors; actives 0.23% (n = 390,000); also: potency is read from the fitted curve at half-maximal effect; % is scaled to controls: 0 for no effect and ±100 for the full control effect; nearly all actives have a fitted effect of over 60% in size; inactives centre near -12
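In this screen, compounds sit with the deubiquitinase complex (1nM) for 15 min at room temperature before Ub-Rho is added at 150nM final. Fluorescence rise is then followed for 6 reads every 60 seconds.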
LDHA block: blocks human lactate dehydrogenase A. activity change, % (values are at about 110 or 230 µM). AID 1347041. actives 0.15% (n = 480,000). purified LDHA, NADH/diaphorase-resazurin fluorescence; hits give low values; in the data active = activity change below about -30%; inconclusive = mostly about -25% to -30%;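 also: plate controls were DMSO wells for no effect and wells without enzyme for full effect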
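LDH5 2 nM; NADH 0.06 mM, pyruvate 0.2 mM; 200 mM Tris pH 7.4, EDTA, Tween-20; 5 min RT. Detection: diaphorase 0.133 mg/mL + resazurin 37 µM, fluorescence ex540/em590 at 0 and 20 min; normalized to enzyme-free and DMSO wells.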
Vif-A3F inh: inhibitors of Vif-A3F interaction; HeLa A3F-eYFP + Vif (tagged APOBEC3F with the HIV-1 protein that degrades it), YFP fluorescence increase; Potency, µM (highest dose often 46.1 µM), for the others: at the highest dose activity, negative = active; actives 0.2% (n = 390,000); also: potency is read from the fitted curve at half-maximal effect; % of control where 0% means no effect; nearly all actives have a fitted effect of over 65% in size
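Fluorescence increase (Ex 488/Em 500-530) after overnight compound treatment at 37 deg C flags inhibition of Vif-driven A3F-eYFP loss in stable HeLa A3F-eYFP/Vif cells seeded overnight beforehand.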
TrxR1 substrate: rat thioredoxin reductase 1 substrate activity | actives 0.01% (n = 390,000) | Potency, µM (highest dose often 114 µM), for inactives: top-dose activity change, negative = substrate turnover | O89049 | purified TrxR1 substrate turnover, NADPH consumption readout; also: potency is read from the fitted curve at half-maximal effect; % is scaled to controls: 0 for no effect and ±100 for the full control effect; nearly all actives have a fitted effect of over 50% in size
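Rat TrxR1, dispensed at 90 nM, was prereduced with 400 uM NADPH (final) for 5 min at ~22 deg C, then incubated with compound 15 min before 400 uM selenite. A first-read NADPH fluorescence drop versus no-compound background flagged substrates.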
Active calls of the source: *; ? = inconclusive; . = no result given; & = joins results of further samples; [ ] = dose if it differs, or a comment. Unless noted, calls follow the shape of the dose curve; as a rule, active = well fitted curve in the direction sought with a large enough effect; inconclusive = small, poorly fitted or top-dose-only effect, or another doubt; inactive = no such curve, though single readings can be large; an effect the other way counts as inactive or inconclusive. An excerpt; count on the stated rates, not on these rows.

Fields: GRP78 ERSR act | RXFP1 ag | PI4K2A inh | Vif-A3G inh | IDH1 R132H inh | USP1 inh | LDHA block | Vif-A3F inh | TrxR1 substrate
(1) Cc1ccc(C)c(Cn2nnc(C(=O)NCc3ccc(Cl)cc3Cl)c2N)c1
    -2% | -1.1% | 0 | 1% | -11% | -1% | -6 | -16% | 4%
(2) Cc1ccc(NC(=O)Cc2nnc(SCC(=O)NC3CCCC3)n2C)c(C)c1
    0% | 1.7% | -7 | 1% | 13% | -11% | -16 | 1% | 9%
(3) COC(=O)c1cc(=O)n(-c2ccc(C(F)(F)F)cc2)[nH]1
    -2% | -0.1% | -1 | 2% | 16% | -9% | 0 | 9% | 0%
(4) COc1ccc(-c2n[nH]c(=S)n2-c2cc(OC)ccc2OC)cc1
    -2% | 5.4% | -1 | -30% | 10% | -14% | -4 | 2% | 0%
(5) Cc1ccc(SCC(=O)NC(=O)NCc2ccccc2)c(C)c1
    -4% | 0.9% | 0 | -6% | 2% | -19% | -4 | 0% | -5%
(6) CC(C#N)(NC(=O)CN1CCN(S(=O)(=O)c2ccccc2C#N)CC1)C1CC1 (configuration not stated)
    -4% | -0.3% | -4 | -5% | 2% | -12% | 2 | -6% | -1%
(7) O=C(NCC1COc2ccccc2O1)c1ccc(NC(=O)c2ccco2)cc1 (configuration not stated)
    2% | -0.4% | -3 | -3% | -1% | -8% | -2 | -9% | -6%
(8) C=CCNC(=S)N/N=C/c1ccc(-c2cccc([N+](=O)[O-])c2)o1
    1% | 2.8% | -1 | -13% | -9% | -17% | -7 | 3% | -1%
(9) Fc1ccccc1-n1cc(-c2ccccc2)[nH]c1=S
    1% | 1.4% | -2 | -6% | 2% | -1% | -6 | -1% | 5%
(10) O=C(CC1OC(=O)c2ccccc21)NCC1COc2ccccc2O1 (configuration not stated)
    -3% | 0.5% | 1 | 2% | -5% | -16% | -4 | 0% | -1%
(11) COc1ccc(CCNC(=O)c2ccc(CNS(=O)(=O)c3ccccc3)cc2)cc1OC
    -3%&-1% | 2.6%&2.7% | 6&9 | -1%&0% | 4%&7% | -25%&5% | 0&-4 | 5%&-7% | 3%&-11%
(12) CNC(=S)NNC(=O)COc1cccc(C)c1C
    2% | -3.9% | 2 | -3% | 4% | -24% | -7 | -11% | -4%
(13) C=CCOc1c(CNc2ncn[nH]2)cccc1OCC
    -4% | -0.8% | -10 | -4% | -6% | 0% | -3 | -21% | 2%
(14) O=C(CS(=O)(=O)c1ccc(F)cc1)NCCS(=O)(=O)c1ccccc1
    -5% | 6.2% | -3 | 1% | 15% | -14% | -3 | -1% | 5%
(15) CN(C)c1c([N+](=O)[O-])ncn1C
    1% | 1.0% | -1 | 1% | 5% | -20% | -6 | -2% | -7%[57.1 µM]
(16) COc1cc(C2NC(=S)NC(c3ccccc3)=C2C(C)=O)ccc1O (configuration not stated)
    -3% | -4.0% | 2 | 1% | 8% | -12% | -2 | -3% | -7%
(17) CC1(C)Cc2c(c(-c3ccco3)nc3sc4c(NCCN5CCOCC5)ncnc4c23)CO1
    1% | -0.5% | -3 | -6% | -1% | -15% | -9 | -15% | 22%[57.1 µM]
(18) CCn1ncc(Cl)c1C(=O)NC(=S)Nc1ccccc1Br
    0% | 0.7% | 0 | -14% | 2% | -22% | -13 | ? | 6%[57.1 µM]
(19) CC1CCN(c2ccc(C(=O)O)cc2)CC1
    1% | 0.8% | 2 | 0% | -5% | -4% | -10 | -3% | -4%
(20) CCCCNc1cccc2c1S(=O)(=O)N(CCCC)CC(COCc1ccccc1)O2 (configuration not stated)
    0% | . | -5 | -1% | -4% | -15% | -1 | 0% | 2%
(21) CN(C)C(=O)C1(c2ccccc2)CCN(S(=O)(=O)c2ccccc2)CC1
    2% | 1.0% | 5 | 0% | 3% | 4% | 1 | -6% | 4%[57.1 µM]
(22) O=C(COC(=O)C1CCC(=O)N1)Nc1ccc(Cl)cc1Cl (configuration not stated)
    0% | 0.2% | 6 | -1% | -4% | -19% | -2 | -20% | -2%
(23) CO/N=C\C(=N\Nc1ccc(OC)cc1)C(=O)c1ccccc1
    4% | 0.9% | -8 | ? | 19% | -12% | -1 | -1% | -3%
(24) Cc1cccc(-n2ncc3c(NCCCO)ncnc32)c1
    -2% | 0.0% | 1 | -3% | 20% | -8% | 0 | -2% | 20%
(25) COc1ccc(CN(Cc2cc3cc(C)ccc3[nH]c2=O)C(=O)N(C)C)cc1
    -5% | 0.6% | 6 | 0% | 0% | -5% | 0 | -12% | -1%
(26) O=C(CN1CCN(C(=O)c2ccco2)CC1)Nc1ccc2c(c1)OCO2
    -2% | . | -5 | 1% | -1% | -14% | -3 | 4% | 5%
(27) CS(=O)(=O)Cc1ccc(C(=O)NCC2(N3CCCCC3)CCCCC2)cc1
    -3% | 4.4% | -6 | -2% | 6% | -12% | 0 | 4% | -17%[57.1 µM]
(28) CN(C)/C=C/C(=O)c1nn(-c2ccc(F)cc2)ccc1=O
    -1% | -2.8% | -4 | 4% | 4% | -4% | -8 | 11% | -10%
(29) Cc1ccc(C)c(NC(=O)CSc2nnc(Cc3cccn3C)n2-c2ccc(F)cc2)c1
    -3% | -0.7% | -3 | 1% | -7% | -3% | 0 | 1% | 5%[57.1 µM]
(30) Cc1nc(N2CCCC2)c2c(C(=O)Nc3ccc(C)c(Cl)c3)c(C)oc2n1
    -5% | -1.4% | 4 | 3% | 4% | -13% | 3 | -7% | -2%
(31) CN1CCN(C(=O)CSc2nc(-c3cccs3)cc(-c3cccs3)c2C#N)CC1
    -4% | 8.6% | 6 | ? | -4% | -23% | -1 | ? | 17%
(32) OCCNC1=NCCN1
    -4% | 0.6% | -2 | 0% | 0% | 0% | -18 | 0% | 3%[57.1 µM]
(33) CC(=O)c1ccc(NC(=O)Cn2cc3c(n2)CCCC3)cc1
    -2% | -2.3% | -2 | 1% | 1% | 2% | -7 | 0% | -7%
(34) C[C@H](CO)N1C[C@H](C)[C@@H](CN(C)S(=O)(=O)c2ccccc2)Oc2ccc(NC(=O)Nc3ccc4c(c3)OCO4)cc2C1=O
    -5% | . | 5 | -6% | 7% | ? | 7 | -1% | 2%
(35) Cc1cc(C(=O)COC(=O)c2ccncc2)c(C)n1Cc1ccco1
    7% | -1.3% | -5 | 3% | -1% | 4% | 2 | -4% | -2%
(36) O=C(NO)c1cc(OCC(F)(F)F)ccc1OCC(F)(F)F
    -1% | 0.6% | 0 | -1% | -2% | -3% | 3 | 4% | -8%
(37) CCOc1ccc(CCNC(=O)Cn2c(-c3cccs3)cc3ccccc32)cc1OCC
    -5% | 7.6% | -1 | -1% | -23% | -2% | -9 | 4% | 88%[activator]
(38) CC(=O)Nc1ccc(-n2c(C)nc(=O)c(-c3ccccc3)c2C)cc1
    -2% | -0.8% | 9 | 4% | -4% | 10% | -6 | -1% | 2%
(39) Cc1sc(NC(=O)C2CCCCC2C(=O)O)c(C(N)=O)c1-c1ccc(C(C)C)cc1 (configuration not stated)
    8% | 0.6% | -3 | 1% | -5% | -14% | -7 | 1% | -11%
(40) Cc1ccc(C(C)C)cc1OCC(=O)NCCCn1ccnc1
    -1% | . | 9 | 1% | -1% | -7% | -1 | 6% | 4%
(41) OCC(O)/C=N/Nc1nc(N2CCCCC2)nc(N2CCCCC2)n1 (configuration not stated)
    1% | 3.4% | 5 | -1% | 3% | -8% | -9 | 1% | 2%

Bioassay records: PubChem, National Center for Advancing Translational Sciences (NCATS)
